Fh CTSL1 inh – blocks F. hepatica cathepsin L1 in PFM18AAP counter-screen. inhibition, % at 5.96 µM. hit rate 0.49% among 300,000. AID 1906. recombinant F. hepatica cathepsin L1, Z-Leu-Arg-MCA fluorescence;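 active = inhibition above the mean of all tested compounds plus 3 SD, set per screening campaign, cut at about 17% in these data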;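 also: 0% = plate median of test compound wells and 100% = 1 µM Z-Phe-Ala-diazomethylketone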
AHR activator – activates the human aryl hydrocarbon receptor; AHR-responsive luciferase reporter cells, luminescence; hit rate 2.5% among 320,000; activation, % at 5 µM; P35869; in the data active = activation above about 47%;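 also: 0% = vehicle wells and 100% = reference agonist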
Target sequence (P35869 whole entry, looked up): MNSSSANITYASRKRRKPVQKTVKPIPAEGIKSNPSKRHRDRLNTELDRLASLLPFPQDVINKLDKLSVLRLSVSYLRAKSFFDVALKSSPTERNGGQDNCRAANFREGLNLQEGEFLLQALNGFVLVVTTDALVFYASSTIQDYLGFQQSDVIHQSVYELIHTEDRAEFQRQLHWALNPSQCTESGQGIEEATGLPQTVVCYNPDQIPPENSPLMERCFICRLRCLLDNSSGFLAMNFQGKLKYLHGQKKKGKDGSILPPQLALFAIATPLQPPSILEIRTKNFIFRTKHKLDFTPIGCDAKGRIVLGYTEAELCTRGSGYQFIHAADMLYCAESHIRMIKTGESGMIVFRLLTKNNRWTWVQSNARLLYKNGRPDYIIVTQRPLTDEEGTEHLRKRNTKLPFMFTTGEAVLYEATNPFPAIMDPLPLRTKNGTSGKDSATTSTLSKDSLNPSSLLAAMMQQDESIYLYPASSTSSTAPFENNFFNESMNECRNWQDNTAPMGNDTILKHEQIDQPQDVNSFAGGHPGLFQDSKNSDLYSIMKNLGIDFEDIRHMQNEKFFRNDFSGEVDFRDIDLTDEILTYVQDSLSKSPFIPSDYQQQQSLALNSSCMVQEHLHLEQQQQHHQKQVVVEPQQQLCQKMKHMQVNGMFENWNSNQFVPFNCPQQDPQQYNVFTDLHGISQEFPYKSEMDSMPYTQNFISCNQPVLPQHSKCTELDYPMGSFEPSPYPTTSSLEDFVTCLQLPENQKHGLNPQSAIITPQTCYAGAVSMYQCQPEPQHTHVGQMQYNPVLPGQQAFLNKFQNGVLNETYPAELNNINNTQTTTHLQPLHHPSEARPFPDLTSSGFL
TPT1 inhibitor – C. albicans TPT1 enzyme inhibition; recombinant caTPT1, FP RNA substrate dephosphorylation; hit rate 0.81% among 300,000; inhibition, % at 5 µM; AID 1962;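 active = inhibition above the mean of all tested compounds plus 3 SD, set per screening campaign, cut at about 24% in these data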;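 also: plate controls were DMSO alone for no effect and ferristatin control at 100 nM for full effect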
proCasp3 act – procaspase-3 (human) activation | P42574 | recombinant procaspase-3 D3A, Ac-DEVD-pNA absorbance 405 nm | activation, % at 8.5 µM | hit rate 0.11% among 330,000;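 active = activation above the mean of all tested compounds plus 3 SD, cut at about 21% in these data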;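 also: 0% = DMSO alone and 100% = DMSO wells spiked with extra 5 µM PC-3 D3A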
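assay system = Procaspase-3 D3A mutant | signal = absorbance at 405 nm, 0 and 120 min | times = 1 h preincubation plus 2 h reaction at 25 °C | repeats = single replicate | read-out = % activation between DMSO and enzyme-spiked controls | medium = Zinc-free HEPES saline buffer with Triton X-100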
PP5 primary – PP5 (human) phosphatase inhibition | inhibition, % at 6.7 µM | hit rate 0.18% among 320,000 | purified PP5c, OMFP substrate fluorescence | P53041;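 active = inhibition above the campaign's mean inhibition across all tested compounds plus 3 SD, cut at about 9.5% in these data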;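 also: 0% = DMSO only and 100% = 100 µM cantharidin control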
PAFAH2 FP inh – inhibitors of human PAFAH2 | Q99487 | recombinant PAFAH2, FP-rhodamine activity probe, fluorescence polarization | inhibition, % at 3.39 µM | hit rate 0.99% among 340,000 | AID 492956;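 active = inhibition above the mean over all tested compounds plus 3 SD, cut at about 30% in these data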;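 also: inhibitors block probe labeling of enzyme so polarization drops; 0% = enzyme with DMSO and 100% = wells lacking PAFAH2 protein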
proCasp7 act – counter-screen for procaspase-3 activators: activators of human procaspase-7. P55210. recombinant procaspase-7, Ac-DEVD-pNA absorbance 405 nm; D23A/D198A/D206A triple mutant, cannot self-cleave; scale: DMSO 0, 5 µM enzyme 100. activation, % at 8.5 µM. hit rate 0.093% among 330,000. AID 463210;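 active = percent activation above the screen-wide mean plus 3 SD, cut at about 25% in these data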
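Assay system – Uncleavable procaspase-7 mutant enzyme · Quantity – 2 µM procaspase-7 mutant as dispensed · Times – 1 h preincubation, 2 h reaction · Dosing – single nominal 8.5 µM compound dose, 0.8% DMSO final · Buffer or medium – Zinc-free 50 mM HEPES buffer, pH 7.4, with NaCl and Triton X-100 · Detection – Epi-absorbance of released pNA at 405 nm, two timepoints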
core dimer inh – blocks dimerization of HCV core protein | TR-FRET GST/Flag-core106 dimerization, 1536-well | inhibition, % at 5 µM | AID 1899 | hit rate 0.33% among 300,000;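 active = inhibition above the mean of all tested compounds plus 3 SD, set per screening campaign, cut at about 45% in these data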
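Assay system: tagged HCV core106 pair (GST and Flag); medium: KF-containing HEPES buffer, pH 7.45, DTT, CHAPS, BSA; also added: Eu donor and XL665 acceptor anti-tag antibodies; dosing: 5 µM single dose; timing: compound-protein-antibody incubation 4 h at 22.5 °C; signal: TR-FRET 671 and 617 nm emission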
PP1 counter – PP1-alpha (human) inhibition in PP5 counter-screen. P62136. purified PP1alpha, OMFP fluorescence. inhibition, % at 6.7 µM. hit rate 0.9% among 320,000. AID 2235;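 active = inhibition above the mean inhibition of all tested compounds plus 3 SD, computed separately for each screening campaign, cut at about 15% in these data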
Active calls of the source: *; . = no result given; & = joins results of further samples.

structure	Fh CTSL1 inh	AHR activator	TPT1 inhibitor	proCasp3 act	PP5 primary	PAFAH2 FP inh	proCasp7 act	core dimer inh	PP1 counter
COC(=O)c1ccc(-n2c(C)cc(C(=O)COC(=O)CC3Sc4ccccc4NC3=O)c2C)cc1 (stereo not given)	-76	18	-2	-4	3.8	-3	-11	21	10
CC(C)CCNC(=O)CN1N=C(c2ccc(Cl)cc2)CCC1=O	4	0	-3	-2	-1.4	3	1	8	-2
Cc1cccc(/C=C2\Sc3ccc(C(=O)N4CCCCC4)cc3N(C)C2=O)c1	4	2	-3	0	4.3	2	9	14	7
O=C(NCc1ccccn1)C1CC(c2ccccc2Cl)=NO1 (stereo not given)	-3	3	-3	5	1.0	4	11	0	-2
CC(=O)Nc1ccc2c(CSc3nncs3)cc(=O)oc2c1	1	1	0	-2	-0.2	11	1	-1	-4
COc1ccc(CCNC(=O)C2CC3Cn4c(nc5ccccc54)C3N2C)cc1 (stereo not given)	1	0	2	-5	1.7	1	4	-14	0
OCCN1CCN(CC#CCn2c3ccccc3c3ccccc32)CC1	-4	4	1	8	1.1	3	2	-3	-1
CCOc1ccc(C2C(=O)N(C3CCCCC3)CC(=O)N2CC2CCCO2)cc1OC (stereo not given)	5	-1	2	1	-0.4	7	12	-1	-2
Cc1cccc(NC(=O)CN2CCN(C(=O)CNC(=O)Cc3cccc4ccccc34)CC2)c1C	.	10	.	2	-0.1	3	3	.	-1
COc1ccc(Cl)cc1NC(=O)CCNC(=O)OCc1ccccc1	0	-1	0	9	1.3	6	-7	5	-1
Cc1cc(C)n2c3c(c(C#N)c2n1)CC(C)(C)OC3	2	8	-3	1	2.8	0	-3	-3	-4
CCn1c(SCC(=O)Nc2ccc(S(N)(=O)=O)cc2)nnc1-c1ccccc1OC	1	6	-2	-15	1.3	-2	14	-4	-7
C[C@@H]1O[C@@H](Oc2c(-c3ccc(O)c(O)c3)oc3cc(O)cc(O)c3c2=O)[C@H](O)[C@H](O)[C@H]1O	.	-1	.	3	.	-11&1	4	.	.
CC(=O)c1cccc(NC(=O)c2ccc([N+](=O)[O-])o2)c1	5	7	3	2	0.0	-7	1	0	-4
COc1ccc(N/N=C(/C#N)S(=O)(=O)C(C)(C)C)cc1	-1	0	-1	-4	1.8	10	8	-7	-3
O=C(CSc1ncnc2[nH]ncc12)Nc1nc(-c2ccc(F)c(F)c2)cs1	4	-8	2	-4	-0.4	-43	10	2	5
COc1cccc(NC(=S)NNC(=O)c2c([N+](=O)[O-])c(C)nn2C)c1	11	-1	0	-11	-2.0	-9	-6	3	-4
Cc1ccc(S(=O)(=O)N(C)c2c(C)ccc(S(=O)(=O)NC(C)(C)C)c2C)cc1	1	-3	-1	10	1.9	.	15	6	12
O=C(COC(=O)/C=C/c1cccc(Br)c1)NCCc1ccccc1	-2	4	2	12	-0.1	16	8	1	2
CCC(CC)C(=O)N(CCc1ccc(OC)cc1)Cc1nc2ccccc2c(=O)[nH]1	2	3	1	-4	4.0	3	-4	2	2
O=C(CSc1nnc(NC(=O)c2cccc(F)c2)s1)NCC1CCCO1 (stereo not given)	1	4	0	0	3.0	0	11	4	-2
O=C(Cn1cnc2ccccc21)N/N=C/c1ccc([N+](=O)[O-])cc1	-3	49*	3	-2	3.0	2	-1	-15	-5
CC(=O)c1ccc(NC(=S)N(CCCN(C)C)Cc2ccccc2)cc1	-3	1	6	-1	0.3	-2	-4	-1	-3
CCN(CC)CCNC(=O)C(=O)NCC1OCCN1S(=O)(=O)c1cccs1 (stereo not given)	-5	0	-5	0	-2.5	-1	14	1	-1
COC(=O)c1ccc(C(=O)OC)c(NC(=O)CN2CCN(c3ccc(OC)cc3)CC2)c1	1	0	-2	-8	2.1	-5	6	7	-2
Cc1ccc(C(=O)N/C(=C/c2cccs2)C(=O)NCc2ccco2)cc1	5	0	-2	2	-2.9	2	11	-2	-3
CCOc1ccc2c(c1)C(c1ccc(C)cc1)=NNC(c1ccc(C)cc1)=N2	-3	9	-2	0	0.0	0	15	7	2
CCN(CC)c1ccc(/C=C/C(=O)C2C(=O)C=C(C)OC2=O)cc1 (stereo not given)	2	27	48*	1	-0.8	-66	-3	3	-2
O=C(CN1CCN(c2ccccn2)CC1)Nc1cccc(C(F)(F)F)c1	-3	2	-2	-1	0.7	7	0	6	-4
CCN1CCCC1CNC(=O)C1CCN(C(=O)c2cc3sccc3n2Cc2ccc(F)cc2)CC1 (stereo not given)	-1	0	1	2	3.0	-7	5	3	-1
Cc1ccc(CC2CC(=O)N(c3cc(C)on3)C2=O)cc1 (stereo not given)	-1	2	-2	3	0.6	5	-7	-2	-6
Brc1ccccc1/C=N/Nc1nc2ccccc2o1	4	13	0	2	-0.7	5	0	7	2
CCCN(CC(=O)Nc1ccccc1C)C(=O)c1ccc(-c2ccc([N+](=O)[O-])cc2)o1	.	3	.	-7	5.0	4	-8	.	-2
CC(C)c1ccc(CN(C)C(=O)c2ccc(S(=O)(=O)NCc3ccco3)cc2)cc1	.	-1	.	-1	3.0	5	0	.	-2
O=C(Nc1ccccn1)C1(c2cccs2)CCOCC1	0	3	-3	-2	1.3	2	4	-4	0
O=c1c2ccccc2nnn1Cc1ccccc1Cl	6	2	-3	-4	0.5	9	7	-2	-2
CCOc1ccccc1NC(=O)c1nc[nH]c1C(=O)Nc1ccccc1OCC	-4	24	-2	-2	1.4	-3	-13	3	-3
COc1ccc(CCNC(=O)COC(=O)c2cnc(C)cn2)cc1	-5	2	-4	-7	-1.5	-5	4	-2	1
Cc1ccc(/C=C/C(=O)N(Cc2cccs2)C2CCS(=O)(=O)C2)cc1 (stereo not given)	5	1	-2	0	0.7	.	-2	2	-4
CCC(C)NC(=O)COC(=O)Cc1sc(N)nc1-c1ccc(C)cc1 (stereo not given)	1	2	2	0	3.9	-6	-4	12	5

Quoted from the listing:
O=C(Cn1cnc2ccccc21)N/N=C/c1ccc([N+](=O)[O-])cc1 @ PAFAH2 FP inh: 2
O=C(COC(=O)/C=C/c1cccc(Br)c1)NCCc1ccccc1 @ PAFAH2 FP inh: 16
COc1ccc(Cl)cc1NC(=O)CCNC(=O)OCc1ccccc1 @ core dimer inh: 5

Continuation:
structure	Fh CTSL1 inh	AHR activator	TPT1 inhibitor	proCasp3 act	PP5 primary	PAFAH2 FP inh	proCasp7 act	core dimer inh	PP1 counter
CCn1c(CCn2ccnc2C)n[nH]c1=S	-3	0	-1	-5	2.0	-2	-11	-4	-1
COc1cccc(NC(=S)NC2CC(C)(C)NC(C)(C)C2)c1	7	2	-3	4	0.7	6	-1	-2	-4
O=C(NCCc1ccccc1)C(=O)Nc1ccc2c(c1)OCCO2	-6	13	5	16	-4.3	2	8	-2	1
COc1cc(/C=C/C(=O)OCC(=O)NCc2ccco2)ccc1OCC#N	-2	2	-1	7	3.9	44*	-6	1	-4
CCOP(=O)(c1ccccc1)C(O)c1ccc([N+](=O)[O-])cc1 (stereo not given)	1	-2	-2	0	2.0	1	-9	-5	2
CCN1C(=O)/C(=C2/C=CC=CN2C)SC1=S	7	2	4	-23	0.6	0	-14	-12	-1
Cc1ccc(S(=O)(=O)N2CCOCC2)cc1NC(=O)COC(=O)CCn1c(C)csc1=O	-7	5	0	-3	-1.4	0	-5	-11	0
CCOc1ccc(N(CC(=O)N2CCCCCC2)S(=O)(=O)c2ccc(F)cc2)cc1	3	14	-1	-3	1.8	-1	10	-7	1
CCN(/C=N/c1sc2c(c1C#N)CC(C)(C)NC2(C)C)CC	-3	-1	-5	2	1.3	4	1	0	-2
Cc1ccc(C2=[N+]([O-])C3(CCCCC3=O)N(O)C2(C)C)cc1 (stereo not given)	1	-3	-1	11	1.1	-5	7	-2	0
CCCCCC(=O)Nc1cccc(C2=NOC3(C2)C[C@H](C(N)=O)N(C(=O)CC)C3)c1 (stereo not given in full)	-1	-2	-4	2	0.9	-2	5	-9	-1
CCCOc1ccc(N2C(=O)CC(NCCCN3CCC(C(N)=O)CC3)C2=O)cc1 (stereo not given)	0	-2	-3	-7	-1.2	2	5	1	-2
O=C1CCCN=C(Nc2ccc(F)c(Cl)c2)S1	-1	-3	0	5	0.5	-10	6	3	-6
Cc1nccn1-c1ccc(C(F)(F)F)cc1NC=O	-1	0	-3	2	2.7	0	2	-4	5
O=C(CN1CCOCC1)Nc1ccc(Br)cc1	-6	6	-5	-9	-0.1	1	4	-7	-2
CCCCC1(C(=O)OCC)CC(CSC(=N)N)OC1=O (stereo not given)	2	2	-8	2	-0.5	-1	0	0	-5
CCCCn1c(N)c(N(CC(C)C)C(=O)c2cccc(S(=O)(=O)N3CCN(C(C)=O)CC3)c2)c(=O)[nH]c1=O	7	-1	-1	5	2.6	-2	-6	-6	-4
COc1cccc(NC(=O)N2CCN(c3nnnn3-c3ccccc3)CC2)c1	0	1	-3	8	-0.9	4	18	1	2
Cc1c(C(N)=O)sc2ncn(CC(=O)N3CCC(C)CC3)c(=O)c12	-4	0	3	3	0.9	6	0	5	1
Cc1oc(C(=O)O)cc1COc1ccccc1Cl	3	-1	1	7	-1.6	-15	-3	0	-3
CC(C)OC(=O)CSc1nnc(-c2ccccn2)n1N	0	-1	-4	3	-0.9	.	3	-1	-3
Cc1cc(C(=O)Nc2sc3c(c2C#N)CCC(C)C3)cs1 (stereo not given)	14	14	4	-6	2.1	6	-7	12	-1
Oc1ccc(C(=S)N2CCN(Cc3ccccc3)CC2)cc1	3	3	0	-25	8.7	1	-17	-2	-6
CC(=O)N1N=C2/C(=C/c3ccccc3)CCCC2C1c1ccccc1 (stereo not given)	4	100*	-6	-4	2.1	0	-5	4	0
O=C(CCNC(=O)c1ccccc1Cl)NCc1cccnc1	2	-1	3	3	-1.7	8	6	2	-4
N/C(CCS(=O)(=O)c1ccc(Cl)cc1)=N\OC(=O)c1ccc(Cl)cc1	17*	2	3	-8	0.2	22	-5	2	-1
O=C(Nc1ccccc1)c1nccn1Cc1ccc(F)cc1	1	1	-1	-4	-0.7	-8	-1	1	-2
CCn1c(SCc2nc(-c3ccccc3)no2)nnc1-c1ccco1	1	0	-3	3	2.9	5	0	-14	-3
CCN(CC)C(=O)C1CCCN(C/C=C/c2ccccc2)C1 (stereo not given)	0	4	0	11	4.0	-3	-3	-3	4
Cc1ccc2c(c1)[C@H]1[C@H](CO2)[C@H](c2ccccc2)[C@]2(C)C(=O)Nc3ccc(Cl)cc3C(=O)N12	.	8	.	-3	.	-33	15	.	.

High-throughput results (PubChem BioAssay)

Not a hit list (roughly 5.6% active in at least one column).
